Screening results (PubChem)
MITF inh: inhibitors of human MITF; O75030; AlphaScreen MITF homodimerization, bead proximity signal; AID 1259374; inhibition, % at 2.6 µM; 650,000 compounds, 0.91% hits; in the data active = inhibition above about 50%;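 also: 0% = vehicle wells with protein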
Target sequence (O75030 whole entry, looked up): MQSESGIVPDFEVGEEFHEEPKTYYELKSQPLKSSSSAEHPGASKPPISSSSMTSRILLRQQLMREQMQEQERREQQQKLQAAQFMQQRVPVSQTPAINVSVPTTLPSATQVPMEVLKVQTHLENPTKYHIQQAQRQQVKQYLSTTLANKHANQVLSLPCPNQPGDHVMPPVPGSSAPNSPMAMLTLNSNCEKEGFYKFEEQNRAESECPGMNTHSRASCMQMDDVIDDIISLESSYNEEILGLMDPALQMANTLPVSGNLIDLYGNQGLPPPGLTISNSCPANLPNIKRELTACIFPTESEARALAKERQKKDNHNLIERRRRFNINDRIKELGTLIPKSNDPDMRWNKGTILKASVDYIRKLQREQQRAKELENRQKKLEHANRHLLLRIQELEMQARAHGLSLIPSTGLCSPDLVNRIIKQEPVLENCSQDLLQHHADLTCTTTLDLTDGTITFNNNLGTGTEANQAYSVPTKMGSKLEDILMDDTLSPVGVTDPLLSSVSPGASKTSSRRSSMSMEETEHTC
GPR151 ag: activates the human receptor GPR151; 650,000 compounds, 1% hits; Q8TDV0; PathHunter beta-arrestin GPR151 cells, luminescence; activation, % at 11.2 µM; in the data active = activation above about 4.9%;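 also: 0% = median of compound wells and 100% = cells with positive control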
Target sequence (Q8TDV0 whole entry, looked up): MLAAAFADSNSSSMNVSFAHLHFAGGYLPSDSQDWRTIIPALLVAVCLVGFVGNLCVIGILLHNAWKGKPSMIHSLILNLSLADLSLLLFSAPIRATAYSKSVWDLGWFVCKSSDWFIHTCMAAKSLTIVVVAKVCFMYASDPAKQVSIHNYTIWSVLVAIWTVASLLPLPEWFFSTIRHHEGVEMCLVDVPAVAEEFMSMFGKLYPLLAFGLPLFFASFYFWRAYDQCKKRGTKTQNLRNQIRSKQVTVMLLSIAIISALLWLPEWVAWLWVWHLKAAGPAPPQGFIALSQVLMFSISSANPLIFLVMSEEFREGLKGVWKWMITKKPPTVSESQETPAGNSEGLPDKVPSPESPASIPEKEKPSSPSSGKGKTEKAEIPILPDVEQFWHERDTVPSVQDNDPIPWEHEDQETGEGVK
TEAD-YAP inh: TEAD-YAP interaction inhibition. HEK-TIYL cells, TEAD-Gal4/YAP UAS-luciferase luminescence. inhibition, % at 9.12 µM. 640,000 compounds, 1.4% hits; in the data active = inhibition above about 32%;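 also: 0% = median of test compound wells and 100% = reference inhibitor wells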
FBW7 act: activators of human E3 ligase FBW7. normalized activity (activation), % at 26.1 µM. Q969H0. AlphaScreen FBW7–phospho-cyclin E peptide binding, activator screen. AID 1259310. 650,000 compounds, 0.13% hits; in the data active = normalized activity above about 1.9%;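 also: purified mutant Fbw7 with reduced substrate affinity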
Active calls of the source: *; & = joins results of further samples.

Short keys: A = MITF inh; B = GPR151 ag; C = TEAD-YAP inh; D = FBW7 act
(1) Cc1sc2nc(SCC(=O)N3CC(=O)Nc4ccccc43)n(C(C)C)c(=O)c2c1C
  A: -2	B: -1.5	C: 0	D: -0.2

(2) Cc1cccc(-c2nc(Nc3cc(F)ccc3C)c3ccccc3n2)c1
  A: 1	B: 3.2	C: -15	D: -0.1

(3) CC1(C)CC(=O)c2c(n(S(=O)(=O)c3ccccc3)c3ccc(NS(=O)(=O)c4ccccc4)cc23)C1
  A: 8	B: -0.6	C: -15	D: 0.1

(4) COCCNC(=O)[C@@H]1C[C@@H](NCc2ccc(SC)cc2)CN1Cc1ccc(Cl)cc1
  A: 4	B: -0.9	C: -1	D: -0.1

(5) O=[N+]([O-])c1cccc2c1C(F)(F)C(F)(F)C2(F)F
  A: 7	B: -1.1	C: 7	D: 0.0

(6) Cc1ccc2nc(C)cc(Nc3cccc(Cl)c3C)c2c1
  A: 1	B: 0.0	C: 3	D: -0.1

(7) Cc1nn2c3ccccc3n(C)c2c1C(=O)/C=C/c1ccccn1
  A: 6	B: 1.2	C: -4	D: -0.1

(8) CCCNC(=O)c1cnc(-c2ccc(N3CCOCC3)nc2)s1
  A: 1	B: 0.0	C: 0	D: 0.1

(9) COc1ccccc1C(=O)NNC(=O)C(Cc1ccccc1)NC(=O)c1ccccc1NC(=O)c1ccccc1 (stereo not given)
  A: 5	B: 1.1	C: -1	D: -0.1

(10) CCOc1ccccc1NS(=O)(=O)c1ccc2c(c1)CCC(=O)N2
  A: -8	B: -0.3	C: 4	D: -0.1

Copied from the list.
`Cc1nn2c3ccccc3n(C)c2c1C(=O)/C=C/c1ccccn1` in TEAD-YAP inh: -4
`Cc1ccc2nc(C)cc(Nc3cccc(Cl)c3C)c2c1` in GPR151 ag: 0.0

Next part
Short keys: A = MITF inh; B = GPR151 ag; C = TEAD-YAP inh; D = FBW7 act
(11) Cc1ccc(Cc2cnc(N3C(=N)SC(C)C3=O)s2)cc1 (stereo not given)
  A: 3	B: -0.9	C: 3	D: -0.1

(12) C[C@H]1[C@@H](OC(=O)CCC(=O)O)O[C@@H]2OC3(C)CC[C@H]4[C@H](C)CC[C@@H]1[C@@]24OO3
  A: -1&7&4	B: -0.2&0.2&0.1	C: 82*	D: 0.0&0.1&-0.1

(13) C=CCN(CC=C)c1nc(-c2ccc([N+](=O)[O-])cc2)nc2ccccc12
  A: 0	B: -0.3	C: 3	D: -0.2

(14) NC(=O)c1ccccc1NC(=O)CSc1nc(O)c(-c2ccccc2)c(=O)[nH]1
  A: -10	B: -0.5	C: -3	D: -0.2

(15) Cc1ccccc1-c1nc(C#N)c(N2CCCC2)o1
  A: 5	B: 0.7	C: -6	D: 0.0

(16) CSCCC(NC(=O)C1CCC(C)CC1)C(=O)NCCN1CCC(C)CC1 (stereo not given)
  A: 4	B: -0.6	C: -2	D: 0.1

(17) CC(=O)c1ccc(NC(=O)CC(O)(C(F)(F)F)C(F)(F)F)cc1
  A: -6	B: 0.3	C: 2	D: 0.4

(18) C#CCn1cnc2c(nnn2-c2ccc(Cl)cc2)c1=O
  A: 9	B: -1.1	C: -8	D: 0.2

(19) COc1ccc2c(=O)c(C(=O)NC3CCCCC3)c[nH]c2c1
  A: -33	B: 1.8	C: -55	D: 0.1

(20) O=S(=O)(N1CCOCC1)N1CCCN(S(=O)(=O)N2CCOCC2)CC1
  A: 1	B: 0.6	C: -22	D: 0.2

(21) CCCOc1ccc(N2C(=O)CC(SCC(=O)Nc3cccc(Cl)c3)C2=O)cc1 (stereo not given)
  A: -8	B: -1.1	C: -4	D: -0.3

(22) Cc1c(C(=O)N2CCCC2)sc2ncn(CC(=O)N3CC(C)CC(C)C3)c(=O)c12 (stereo not given)
  A: 1	B: -0.8	C: -3	D: 0.1

(23) O=C(NCc1ccccc1)/C(=C/c1ccc(O)cc1)NC(=O)c1ccco1
  A: -2	B: 0.0	C: -4	D: 0.1

(24) C=CCOC(=O)C1=C(C)N=C2SCCC(=O)N2C1c1ccc(C)cc1 (stereo not given)
  A: 10	B: 0.5	C: -10	D: 0.6

(25) COC(=O)c1c(N2C(=O)C3ON(c4ccccc4C)C(c4ccc([N+](=O)[O-])cc4)C3C2=O)sc2c1CCCC2 (stereo not given)
  A: 5	B: -0.6	C: 16	D: 0.1

(26) NC(=O)c1ccccc1NC(=O)Cc1ccc(Br)cc1
  A: -1	B: -0.6	C: 3	D: -0.2

(27) Cc1cc(C)c2c(N=CN(C)C)c(C(=O)N3CCN(c4ncccn4)CC3)sc2n1
  A: -1	B: 0.4	C: 0	D: 0.4

(28) CCOc1ccc(CCNC(=O)c2coc(=O)c3ccccc23)cc1OCC
  A: -3	B: 0.6	C: -1	D: 0.1

(29) Cc1cccc(NC(=O)c2ccc(S(=O)(=O)N3CCOCC3)cc2)c1C
  A: 4	B: 0.0	C: 13	D: 0.0

(30) CC(=O)c1cccc(NC(=O)CSC2N=c3ccc([N+](=O)[O-])cc3=N2)c1 (stereo not given)
  A: 71*	B: -0.3	C: -1	D: 0.0

(31) CC(C)Cc1ccc(CN2CCC3(CCC(CNC(=O)c4ccco4)O3)CC2)cc1 (stereo not given)
  A: -7	B: 2.1	C: -3	D: 0.5

(32) CCOC(=O)/C(N=O)=C(\O)c1ccccc1
  A: 1	B: 0.8	C: -13	D: -0.1

(33) Cc1nnc(SCC(=O)c2ccc(Cl)cc2)[nH]c1=O
  A: 25	B: -0.1	C: -3	D: 1.4

(34) CC(C)C(NC(=O)COc1ccc(Br)cc1)C(=O)O (stereo not given)
  A: 0	B: -2.3	C: -1	D: -0.1

(35) N=c1n(CC(=O)c2cccs2)c2ccccc2n1Cc1ccccc1
  A: 9	B: -1.3	C: 4	D: 0.2

(36) Cc1ccc(S(=O)(=O)N(Cc2nccn2C)C(C)C)cc1
  A: 16	B: 0.2	C: -6	D: 0.1

(37) COC(=O)c1ccc(CN2CCC(C3(CCc4ccccc4)NC(=O)NC3=O)CC2)cc1 (stereo not given)
  A: 5	B: 0.1	C: 5	D: 0.0

(38) Cc1cc2cc(C#N)c(SCC(=O)N3CCOCC3)nc2cc1C
  A: 2	B: 0.4	C: -92	D: 0.2

(39) O=c1ccc2cc(S(=O)(=O)NCc3ccco3)ccc2o1
  A: -41	B: 1.5	C: -1	D: -0.2

(40) O=C(CCOc1ccccc1)Nc1ccnn1C1CCN(C(=O)C2CCCC2)CC1
  A: -1	B: -0.2	C: -8	D: 0.0

(41) CCN(CC)S(=O)(=O)c1ccc2c(c1)NC(=O)CS2
  A: 1	B: 0.5	C: 1	D: -0.1

(42) O=C(COc1ccccc1)Nc1nc(-c2ccc(S(=O)(=O)N3CCOCC3)cc2)cs1
  A: 9	B: -0.4	C: 12	D: 0.1

(43) O=C(c1ccc(OC2CCN(Cc3ccccc3O)CC2)cc1)N1CCCCC1
  A: 8	B: -2.0	C: -4	D: 0.0

(44) Cc1cc(C)nc(N2CCC(N(Cc3ccco3)S(C)(=O)=O)CC2)n1
  A: 21	B: -0.9	C: -1	D: 0.6

(45) Cc1cccc(Nc2ncnc3c2cnn3Cc2ccccc2)c1
  A: 1	B: 1.5	C: 4	D: -0.1

(46) COc1ccccc1C1(NC(=O)Cn2nc(C)cc2C)CCCC1
  A: -6	B: 0.7	C: -9	D: 0.0

(47) Cc1cc(C=C2C(=O)N(C)C(=O)N(C)C2=O)ccc1N1CCCC1
  A: 1	B: 1.0	C: -2	D: -1.0

(48) CC(=O)Nc1ccc(S(=O)(=O)N2CCN(C)CC2)cc1
  A: -4	B: -0.5	C: -3	D: 0.0

(49) Cc1ccc2c3cc(-c4ccccc4)cn3ccn12
  A: 14	B: -0.3	C: 3	D: 0.1

(50) O=C1CN(Cc2ccc(OC3CCN(C(=O)CC4CCCC4)CC3)cc2)CCN1
  A: 12	B: -0.5	C: 10	D: 0.7

The last two compounds of the section above lead into the next.
Short keys: A = MITF inh; B = GPR151 ag; C = TEAD-YAP inh; D = FBW7 act
(49) Cc1ccc2c3cc(-c4ccccc4)cn3ccn12
  A: 14	B: -0.3	C: 3	D: 0.1

(50) O=C1CN(Cc2ccc(OC3CCN(C(=O)CC4CCCC4)CC3)cc2)CCN1
  A: 12	B: -0.5	C: 10	D: 0.7

(51) COc1cc(C2NC(=O)CCC2[N+](=O)[O-])cc(OC)c1OC (stereo not given)
  A: 6	B: 0.8	C: 6	D: 0.8

(52) CC12CN3CC(C)(CN(C1)C3c1ccccc1Cl)C2=O (stereo not given)
  A: -9	B: -1.2	C: -2	D: 0.1

(53) Cc1ccc(CCNC(=O)C2CCC(=O)N2C2CCCC2)cc1 (stereo not given)
  A: 17	B: 0.5	C: -4	D: 0.0

(54) Cc1cc(C)n2c(SCC(=O)Nc3nc(-c4ccc(F)cc4)cs3)nnc2n1
  A: 8	B: 0.6	C: 0	D: 0.0

(55) CN1C(=O)C(=Cc2cnc(-c3ccccc3)nc2)C(=O)N(C)C1=O
  A: 14	B: -0.5	C: -3	D: -0.1

(56) Cc1c(C(=O)N2CCN(Cc3ccccc3)CC2)sc2ncnc(N3CCN(c4ccccc4F)CC3)c12
  A: -2	B: -1.2	C: 4	D: -0.4

(57) CC(C)Cc1ccc(CN2CCC3(CC2)CC3C(=O)NCCCn2ccnc2)cc1 (stereo not given)
  A: -8	B: 0.7	C: 4	D: -0.1

(58) CCOc1cc(/C=c2/sc3nc4cc(C)c(C)cc4n3c2=O)ccc1OCc1ccccc1F
  A: 0	B: -0.6	C: 8	D: -0.1

(59) COc1ccc(-c2nc3n(n2)C(=O)CC(c2cccs2)S3)cc1 (stereo not given)
  A: -21	B: 2.5	C: -8	D: 0.1

(60) O=C1CSC2(CCCCC2)N1c1ccc(Br)cc1
  A: -1	B: -0.5	C: 4	D: 0.1

(61) COc1cc(CN2CCC(n3nccc3NC(=O)C3CC3)CC2)cc(OC)c1
  A: 4	B: -0.8	C: 8	D: 0.2

(62) CC(=O)c1cccc(-c2cc(NCCN3CCOCC3)ncn2)c1
  A: 8	B: -0.3	C: -11	D: -0.1

(63) COc1cc2cc(CN(CCc3ccccc3)C(C)=O)c(=O)[nH]c2cc1OC
  A: 17	B: 0.1	C: 14	D: 0.0

(64) CCCCc1ccc(NC(=O)Cn2cnc(C)cc2=O)cc1
  A: 19	B: -0.9	C: 0	D: 1.0

(65) CCN1C(=O)/C(=C/c2ccccc2O)N(C)C1=S
  A: -10	B: 0.0	C: 1	D: 0.0

(66) O=C(NCC(O)c1ccc(F)cc1)c1cncc(-c2ccc3[nH]ncc3c2)c1 (stereo not given)
  A: 1	B: 1.9	C: 16	D: -0.2

(67) Cc1ccc([N+](=O)[O-])cc1S(=O)(=O)Nc1ccc(Br)cc1
  A: 6	B: 0.2	C: 4	D: 0.1

(68) CCCOC(=O)c1cccc(NC(=O)c2sc3nc(C)cc(C)c3c2N)c1
  A: 3	B: 0.5	C: -17	D: 0.1

(69) O=C(c1cccnc1)N1CCN(S(=O)(=O)c2ccc(F)cc2)CC1
  A: 7	B: 0.3	C: 2	D: 0.2

(70) CCCCc1c(C)sc2nc(Cc3ccccc3)n3nnnc3c12
  A: 9	B: 1.0	C: -7	D: 0.2

Single records (already shown). Screens in order: MITF inh | GPR151 ag | TEAD-YAP inh | FBW7 act
Cc1nnc(SCC(=O)c2ccc(Cl)cc2)[nH]c1=O is entered as 25 | -0.1 | -3 | 1.4
COc1ccccc1C1(NC(=O)Cn2nc(C)cc2C)CCCC1 is entered as -6 | 0.7 | -9 | 0.0
Cc1nn2c3ccccc3n(C)c2c1C(=O)/C=C/c1ccccn1 is entered as 6 | 1.2 | -4 | -0.1
CCCCc1c(C)sc2nc(Cc3ccccc3)n3nnnc3c12 is entered as 9 | 1.0 | -7 | 0.2
Cc1cccc(-c2nc(Nc3cc(F)ccc3C)c3ccccc3n2)c1 is entered as 1 | 3.2 | -15 | -0.1

(continued)
Short keys: A = MITF inh; B = GPR151 ag; C = TEAD-YAP inh; D = FBW7 act
(71) COc1ccc(NC(=O)C/C(C)=N/NC(=O)c2ccco2)c([N+](=O)[O-])c1
  A: -1	B: -2.0	C: -53	D: -0.3

(72) COc1ccc(/C=C(\C#N)c2nc(-c3ccco3)cs2)cc1O
  A: 8	B: 1.3	C: -23	D: 0.0

(73) NC(=O)CSc1nnc(-c2ccccc2)n1C1CCCCC1
  A: 3	B: 0.4	C: -10	D: -0.1

(74) CCCCOC(=O)c1cc([N+](=O)[O-])c(N(CC)CC)c([N+](=O)[O-])c1
  A: 9	B: 1.3	C: 4	D: -0.2

(75) CC(C)N(CCO)C(=O)CC1C(=O)NCCN1Cc1ccc(F)c(F)c1 (stereo not given)
  A: -1	B: 0.1	C: 7	D: 0.0

(76) CCCCC(=O)Nc1ccc(C(=O)Nc2ccc(S(N)(=O)=O)cc2)cc1
  A: 20	B: 1.0	C: -4	D: 0.3

(77) O=C(c1nc2ccccn2c1CNCC[C@@H]1C[C@@H]2C=C[C@H]1C2)N1CCOCC1
  A: 17	B: -1.5	C: 2	D: 0.0

(78) O=C(c1ccc2c(=O)n(Cc3ccc4c(c3)OCO4)c(=S)[nH]c2c1)N1CCCC1
  A: -5	B: -0.4	C: -12	D: 0.2

(79) COC(=O)c1ccc(NC(=O)Cn2nc3n(C)c4ccccc4n3c(=O)c2=O)cc1
  A: 3	B: 8.8*	C: -12	D: -0.1

(80) Cc1ccccc1CN1CCC2(CC1)NC(=O)Cc1ccccc12
  A: -9	B: 0.3	C: 3	D: -0.6
